Screening data: PubChem BioAssay, several laboratories
PKA kinase inh: inhibitors of human protein kinase A. inhibition, % at 6 µM. PKA Kemptide phosphorylation, Kinase-Glo ATP luminescence. P17612. AID 524. 65,000 tested, 0.1% active;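 active means inhibition above the screen-wide mean inhibition plus 3 SD, cut at about 21% in these data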; further: many of its hits are not listed in these tables
DUSP1 inh: blocks human MKP-1 phosphatase activity | 65,000 tested, 0.15% active | P28562 | inhibition, %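 (compounds tested at a single concentration somewhere between 10 and 100 µM)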 | AID 374 | recombinant MKP-1, OMFP hydrolysis fluorescence;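 active means inhibition above about 50%, limit read from the data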;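 further: 0% = DMSO max control wells and 100% = wells with enzyme stopped by NaOH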
Target sequence (P28562 whole entry, looked up): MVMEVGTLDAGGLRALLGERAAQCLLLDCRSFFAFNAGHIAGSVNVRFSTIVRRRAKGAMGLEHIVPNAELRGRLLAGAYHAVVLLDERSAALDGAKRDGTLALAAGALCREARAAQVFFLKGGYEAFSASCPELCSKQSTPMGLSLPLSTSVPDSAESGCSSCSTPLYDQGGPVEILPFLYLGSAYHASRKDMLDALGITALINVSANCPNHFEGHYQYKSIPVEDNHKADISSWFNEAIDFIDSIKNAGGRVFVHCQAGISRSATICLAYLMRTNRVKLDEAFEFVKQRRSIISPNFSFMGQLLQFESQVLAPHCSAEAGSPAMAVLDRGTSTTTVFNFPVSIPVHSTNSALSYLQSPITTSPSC
ROCK2 blocker: blocks human Rho kinase 2 activity | AID 604 | inhibition, % at 6 µM | O75116 | 60,000 tested, 0.35% active | purified ROCK2, Kinase-Glo ATP depletion luminescence;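 active means inhibition above the screen-wide mean inhibition plus 3 SD, cut at about 18% in these data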;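 further: plate controls were DMSO wells for no effect and Y-27632 control wells after no-enzyme background subtraction for full effect; many of its hits are not listed in these tables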
JNK3 inh: inhibitors of human JNK3 kinase. purified JNK3 kinase activity, HTS. inhibition, % at 8 µM. 60,000 tested, 0.61% active. AID 746; in the data active means inhibition above about 17%;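 further: 0% = DMSO and 100% = reference inhibitor; many of its hits are not listed in these tables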
Target sequence (P53779 whole entry, looked up): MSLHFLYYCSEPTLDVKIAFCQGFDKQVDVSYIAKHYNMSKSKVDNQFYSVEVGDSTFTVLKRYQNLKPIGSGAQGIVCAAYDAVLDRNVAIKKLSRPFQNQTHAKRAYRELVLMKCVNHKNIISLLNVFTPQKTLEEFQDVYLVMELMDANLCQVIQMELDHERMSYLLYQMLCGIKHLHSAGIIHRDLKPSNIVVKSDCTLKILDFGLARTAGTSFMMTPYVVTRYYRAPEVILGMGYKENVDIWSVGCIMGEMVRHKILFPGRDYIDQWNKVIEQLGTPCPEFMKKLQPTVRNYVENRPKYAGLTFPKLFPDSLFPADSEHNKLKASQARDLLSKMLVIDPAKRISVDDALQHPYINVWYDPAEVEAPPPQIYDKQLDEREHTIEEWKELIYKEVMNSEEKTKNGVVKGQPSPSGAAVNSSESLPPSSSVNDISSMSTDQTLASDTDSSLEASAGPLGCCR
MMP13 inh: inhibitors of human MMP13; AID 570; MMP-13 fTHP FRET cleavage, Mca fluorescence; 65,000 tested, 0.07% active; inhibition, % at 4 µM; P45452;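 active means inhibition above the mean of compound-free control plate wells plus 3 SD, cut at about 14% in these data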;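 further: 0% = DMSO wells and 100% = wells with reference MMP-13 inhibitor after basal subtraction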
Cdc25B inh: inhibitors of human Cdc25B phosphatase; P30305; recombinant Cdc25B, OMFP fluorescence Ex485/Em525; inhibition, %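 (compounds tested at 10 µM final in the well)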; 65,000 tested, 0.1% active; in the data active means inhibition above about 50%
TNAP act DEA: activators of human TNAP at intermediate phosphate acceptor; AID 813; activation factor at 20 µM; purified TNAP, CDP-star luminescence, 100 mM DEA, 30 min; stronger effect = higher value; scale: 0 levamisole-inhibited, 1 vehicle-only enzyme; P05186; 64,000 tested, under 10 active;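 active means activation factor of at least 2 at 20 µM, relative to controls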
Jurkat viability: cytotoxicity toward Jurkat cells; Jurkat E6.1 viability, ATP luminescence, 48 h; inhibition, % at 4 µM; 56,000 tested, 1.2% active; AID 463;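 active means inhibition above the mean inhibition of all tested compounds plus 3 SD, cut at about 28% in these data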
HEK293 NFkB inh: inhibitors of the PMA/ionomycin-induced NF-kB reporter in HEK293 cells; inhibition, % at 3 µM; 62,000 tested, 0.21% active; HEK-293 NF-kB luciferase reporter, luminescence;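 active means inhibition above the mean of all tested compounds plus 3 SD, cut at about 40% in these data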;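 further: 0% = stimulated DMSO wells and 100% = 10 µM reference inhibitor 5653914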
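Reagent: PMA plus ionomycin mix as NF-kB-activating stimulus. Assay system: NF-kB luciferase reporter HEK-293 cells. Technique: luminescence from luciferase substrate reagent. Incubation: 1 h compound pre-incubation, 16 h PMA/ionomycin at 37 °C. Benchmarks: DMSO only as uninhibited control, 10 µM reference inhibitor as full inhibition. Repeats: tested once.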
Active calls of the source: *; · = no result given; [ ] = another dose, or the depositor's remark. The list is partial; the hit share may differ from the screen's.

SMILES | PKA kinase inh | DUSP1 inh | ROCK2 blocker | JNK3 inh | MMP13 inh | Cdc25B inh | TNAP act DEA | Jurkat viability | HEK293 NFkB inh
Cc1cnn(C2CCN(C)CC2)c1N | 10.4 | -3.2 | 5.8 | 3.4 | 4.1 | -13.6 | 0.9 | -1.3 | 0.3
O=C(CN1CCCC1=O)N1CCOCC1 | 4.6 | -2.1 | 4.4 | 0.3 | -0.9 | -5.8 | 0.9 | 4.1 | 0.7
CN1CCN(c2nccc3c2ncn3C)CC1 | 6.7 | -5.7 | 3.9 | 6.1 | 0.9 | 5.1 | 1 | 2.1 | 13.8
CC(=NCc1ccc2c(c1)OCO2)c1c(O)n(C)c(=O)n(C)c1=O | 8.4 | -1.3 | 4.8 | 3.0 | 0.8 | -7.1 | 0.9 | 3.1 | 12.8
O=C(c1cc2ccccn2n1)N1CCC2(CC1)OCCO2 | 4.8 | 6.0 | · | · | 4.8 | -2.7 | 0.9 | · | 3.0
Cc1cccc(NC2=NCCCS2)c1C | -3.5 | 8.7 | -3.5 | -1.5 | -1.0 | -0.4 | 0.9 | 6.5 | 18.0
COC(=O)c1c(C)[nH]c(C(=O)C(Cc2ccccc2)N(C)C)c1C (stereo unspecified) | 7.6 | 15.1 | 5.1 | 4.5 | -1.8 | -6.7 | 1 | -2.4 | 10.0
O=c1c2ccccc2nc(CSc2ncnc3nc[nH]c23)n1-c1ccccc1 | 9.0 | -8.0 | 3.3 | 3.9 | 0.5 | 16.3 | 0.8 | 1.8 | 13.3
CC(C(N)=O)N1CC(c2ccccc2)CC1=O (stereo unspecified) | -1.1 | -31.6 | 3.8 | -1.2 | -0.1 | -32.2 | 0.9 | -2.7 | 14.1
CCC(=O)OC1(c2cccc(C)c2)CC(C)N(C)CC1C (stereo unspecified) | 2.9 | 4.2 | -1.2 | -11.0 | -3.2 | -11.2 | 0.9 | 3.0 | 21.7
O=C(C1CC(c2ccc(Cl)c(Cl)c2)=NO1)N1CCC2(CC1)OCCO2 (stereo unspecified) | 2.8 | 6.2 | 0.9 | -9.2 | 3.0 | 1.0 | 0.9 | -1.4 | 3.2
Nc1c(C(=O)OC2CCCCC2)c2nc3ccccc3nc2n1CC1CCCO1 (stereo unspecified) | 6.3 | 11.6 | 4.1 | 4.6 | -206.8[fluorescence artefact?] | 1.6 | 1 | -3.7 | 8.6
CCCNC(=O)N1C2CCC1CC(O)(c1cccnc1)C2 (stereo unspecified) | 0.3 | -3.3 | 4.7 | -6.5 | 7.4 | -10.4 | 0.9 | -3.1 | 0.7
O=C(CN1CC(c2ccccc2)CC1=O)Nc1cccc(F)c1 (stereo unspecified) | 2.0 | -1.4 | 4.5 | 0.7 | -0.4 | -15.8 | 0.9 | -6.1 | 17.5
O=C(NCc1ccc(C(=O)N2CCC3(CC2)OCCO3)cc1)c1ccc2c(c1)OCO2 | 10.4 | 34.5 | 5.6 | 4.6 | 2.4 | -6.4 | 1 | -8.7 | 10.9
O=C(Cc1ccccc1)OC(COCc1ccccc1)CN1CCOCC1 (stereo unspecified) | -0.6 | 3.9 | -2.1 | -6.5 | 1.9 | -10.7 | 0.9 | -3.6 | 13.8
Cc1ccc(-n2c(O)c(C=NC3CCCCC3N)c(=O)[nH]c2=O)cc1C (stereo unspecified) | 5.8 | 24.6 | 1.8 | -8.0 | -1.5 | 8.4 | 1 | -4.3 | -0.8
CC(=O)Nc1ccc(OC(=O)N2CCCCC2)cc1 | 5.8 | -2.2 | 2.3 | 3.7 | -3.5 | -10.2 | 0.9 | -10.8 | 16.5
CN(C)C1=C(C#N)C(c2ccccc2)=NP(N(C)C)(N(C)C)=N1 | 9.4 | 3.8 | 1.1 | -1.8 | 3.0 | -8.7 | 0.9 | -1.7 | 10.9
CC[C@@H](CO)NC(=O)[C@@H]1C=C2c3cccc4c3c(cn4C)C[C@H]2N(C)C1 | -6.8 | -14.2 | -3.5 | -17.0 | -235.4[fluorescence artefact?] | -6.5 | 1 | · | ·
CN1CCc2nc(SCC(=O)OC(C)(C)C)c(C#N)cc2C1 | 4.8 | -18.0 | 6.3 | -11.9 | -28.8 | -20.2 | 0.9 | · | ·
O/N=C1\CCC2CN(C3CCCCC3)CC2C1 (stereo unspecified) | 7.6 | -1.2 | 5.6 | -4.1 | -9.4 | -4.9 | 1 | -3.4 | 12.7
CCSc1nnc([C@@H](N)Cc2c[nH]c3ccccc23)o1 | -5.5 | -3.2 | 0.2 | -4.4 | -3.3 | 4.2 | 0.8 | 7.8 | 22.6
O=C(CN1CCOCC1)c1ccc2cc[nH]c2c1 | 5.1 | -5.8 | 3.6 | -0.2 | -10.6 | -12.1 | 1 | -7.6 | -5.5
Cc1cc(NC(=O)CCC(=O)N2CCC3(CC2)OCCO3)no1 | -1.1 | 2.6 | 1.5 | -2.1 | 2.5 | -11.7 | 0.9 | -4.3 | -9.3

Some values from the entries so far.
O=C(CN1CC(c2ccccc2)CC1=O)Nc1cccc(F)c1 (stereo unspecified) in ROCK2 blocker has 4.5
Cc1ccc(-n2c(O)c(C=NC3CCCCC3N)c(=O)[nH]c2=O)cc1C (stereo unspecified) in TNAP act DEA has 1
Nc1c(C(=O)OC2CCCCC2)c2nc3ccccc3nc2n1CC1CCCO1 (stereo unspecified) in DUSP1 inh has 11.6
CC[C@@H](CO)NC(=O)[C@@H]1C=C2c3cccc4c3c(cn4C)C[C@H]2N(C)C1 in JNK3 inh has -17.0
O=C(CN1CCCC1=O)N1CCOCC1 in HEK293 NFkB inh has 0.7

Reformatted tab-delimited: part of the list above.
molecule	PKA kinase inh	DUSP1 inh	ROCK2 blocker	JNK3 inh	MMP13 inh	Cdc25B inh	TNAP act DEA	Jurkat viability	HEK293 NFkB inh
Nc1c(C(=O)OC2CCCCC2)c2nc3ccccc3nc2n1CC1CCCO1 (stereo unspecified)	6.3	11.6	4.1	4.6	-206.8[fluorescence artefact?]	1.6	1	-3.7	8.6
CCCNC(=O)N1C2CCC1CC(O)(c1cccnc1)C2 (stereo unspecified)	0.3	-3.3	4.7	-6.5	7.4	-10.4	0.9	-3.1	0.7

Next section:
SMILES | PKA kinase inh | DUSP1 inh | ROCK2 blocker | JNK3 inh | MMP13 inh | Cdc25B inh | TNAP act DEA | Jurkat viability | HEK293 NFkB inh
O=C(CN1CC(c2ccccc2)CC1=O)NCc1ccc(F)cc1 (stereo unspecified) | 6.8 | -0.4 | 3.9 | 0.0 | 1.6 | -8.7 | 0.9 | -0.8 | -5.0
CC(C)(C)P(=O)(c1ccncc1)N1CCCC1 (stereo unspecified) | -4.1 | 6.3 | -1.5 | -0.9 | 2.5 | -3.5 | 0.9 | 5.2 | 11.7
O=C(c1cc(-c2ccncc2)nc2ccccc12)N1CCC2(CC1)OCCO2 | -6.3 | 5.7 | · | · | 0.0 | 2.6 | 0.9 | · | 9.7
O=C(c1cc(-c2cccnc2)nc2ccccc12)N1CCC2(CC1)OCCO2 | -3.0 | 22.8 | -3.3 | -5.7 | -1.5 | -6.1 | 0.9 | 0.8 | 15.9
COc1ccc(-n2c(O)c(C(C)=NCc3ccco3)c(=O)[nH]c2=O)cc1 | 8.4 | -35.5 | 2.3 | 3.7 | 0.0 | -4.3 | 0.9 | -7.4 | 3.7
CCOC(=O)C(O)(c1ccc(N)c(OC)c1)C(F)(F)F (stereo unspecified) | 9.1 | 1.9 | 8.3 | 0.6 | -12.0 | -6.9 | 1 | -4.8 | 2.7
Cc1cc(Br)ccc1N1C(=O)CC(=O)NC1=O | 9.7 | 11.9 | 3.2 | 1.7 | 6.3 | -6.9 | 0.9 | -4.1 | 14.2
CCOC(=O)c1cccc([P+](=O)O)c1 | -1.8 | -0.5 | 1.9 | 2.4 | 3.2 | -6.2 | 0.8 | -6.2 | 15.2
COc1ccccc1/C=C1/C(=N/O)C2CCN1CC2 | 9.0 | -6.6 | 7.7 | 3.6 | -2.6 | -0.1 | 0.9 | -6.1 | 15.3
COc1cc2c(C(=O)N3CCN(C)CC3)c(C)n(C)c2cc1Br | 2.2 | -11.7 | 3.6 | -1.4 | -1.2 | 2.7 | 1 | -6.3 | 9.4
O=c1[nH]c(=O)n(Cc2ccco2)c(O)c1C=NCCCn1ccnc1 | 2.8 | -12.2 | 7.9 | 2.6 | 2.3 | -35.4 | 0.8 | · | ·
O=c1[nH]c(=O)n(C2CCCCC2)c(O)c1C=NCCCn1ccnc1 | -7.2 | -14.4 | 6.0 | 13.7 | 2.4 | -20.1 | 0.9 | · | ·
OC1(c2ccc(F)cc2)CCNC1 (stereo unspecified) | 5.9 | -22.6 | 4.3 | -9.8 | 0.5 | -11.8 | 0.9 | · | ·
COc1cccc(C2=NOC(C(=O)N3CCC4(CC3)OCCO4)C2)c1 (stereo unspecified) | 2.5 | 4.0 | 0.3 | -2.2 | 0.1 | 1.4 | 0.9 | 0.5 | -2.5
Cc1nn(Cc2ccccc2)c(C)c1C(=O)OCC(=O)Nc1ccccc1SCC#N | -1.8 | 8.3 | -0.3 | -1.8 | 1.6 | 0.3 | 0.9 | 6.6 | 10.6
CCOC(=O)C1=C(N)Oc2c(c(=O)oc3ccccc23)C12C(=O)N(C)c1ccccc12 (stereo unspecified) | 8.7 | 6.7 | 6.6 | -6.0 | -3.0 | -3.6 | 0.9 | -12.6 | 6.2
COc1cc(C2SCC(=O)Nc3c2c(=O)[nH]n3C2CCCCCC2)cc(OC)c1OC (stereo unspecified) | 8.8 | 26.6 | · | · | 4.9 | -4.9 | 1 | · | 12.9
O=C(Cn1ncc2c3ccccc3n(Cc3ccccc3)c2c1=O)N1CCC2(CC1)OCCO2 | 11.0 | 12.8 | 4.4 | -1.1 | -7.1 | -18.6 | 1 | 0.2 | 26.3
COc1ccc(C2NCc3ccc4c(c3-n3cccc32)OCO4)cc1OC (stereo unspecified) | 9.2 | -10.5 | 4.8 | 6.7 | 1.6 | -5.8 | 0.9 | 3.3 | 8.7
CCC(=NC1CC1)c1c(O)n(-c2ccc(OC)cc2)c(=O)[nH]c1=O | -4.8 | 14.8 | 3.4 | -0.8 | 7.1 | 1.7 | 0.8 | 5.8 | 1.7
Cn1ccnc1P(=S)(c1nccn1C)N1CCOCC1 | 8.9 | 21.1 | 3.8 | 6.2 | 6.4 | -17.6 | 0.9 | -5.3 | 16.6
CCCCCCn1c(O)c(C=NCCCn2ccnc2)c(=O)[nH]c1=O | -1.3 | -9.5 | -13.1 | 3.5 | 0.8 | -5.1 | 0.9 | · | ·
O=c1c2ccccc2nc(-c2ccco2)n1-c1cccnc1 | -7.8 | 15.7 | -5.4 | -10.1 | 6.3 | -3.3 | 1 | 0.0 | 7.3
CCCC(C)C1(CC)C(=O)NC(=Nc2ccc(F)cc2)NC1=O (stereo unspecified) | 4.0 | -18.1 | 4.2 | 3.8 | 2.9 | 5.4 | 0.9 | 4.1 | 22.1
Cc1ccc2nc3c(cc2c1)CC1(C(=O)N(C)C(=O)N(C)C1=O)C1COCCN31 (stereo unspecified) | 1.2 | 24.4 | -6.5 | -7.3 | -10.6 | 4.4 | 0.9 | 4.1 | 3.6
CC1CCC(C(C)C)C(OP(N)(=O)c2ccccc2)C1 (stereo unspecified) | 4.3 | -3.1 | 6.7 | 4.7 | -11.0 | -10.0 | 0.9 | · | ·
COc1ccc(CN2CCN(C(=O)Cc3ccccc3)CC2)c(OC)c1 | 13.1 | 5.9 | 4.5 | 4.3 | 4.7 | -6.4 | 1 | -1.1 | 23.6
Cc1oc(-c2ccc(Cl)cc2)nc1CS(=O)CC(=O)N1CCC2(CC1)OCCO2 (stereo unspecified) | 3.2 | 25.1 | -2.3 | -13.6 | 1.1 | -0.4 | 1 | 8.1 | -3.3
